MIN6 prolif – inducers of beta-cell replication in MIN6 cells; MIN6 cells proliferation, ATPlite luminescence, 48 h; cells starved in 0.2% serum; 100% = growth in 10% serum; proliferation, % at 10 µM; 330,000 tested, 0.29% active; AID 2380;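 active = compounds whose signal lies at least 3.5 SD above the mean of all wells on their plate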;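 also: 0% = DMSO-treated cells in low-serum medium and 100% = 10% serum control; some compounds called inactive have numbers as strong as hits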
SENP1 inh – inhibitors of human SENP1 SUMO protease catalytic domain; recombinant SENP1 catalytic domain, CyPet-SUMO1-YPet FRET cleavage; inhibition, % at 10 µM; 360,000 tested, 0.21% active;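 active = inhibition at least 30% at 10 µM, raw YFP signal under a set limit, fluorescence ratio 0.5 to 1.5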;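 also: 0% = enzyme with DMSO and 100% = no enzyme wells; some results filed as inactive read as strong as hits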
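Test system: recombinant human SENP1 catalytic domain, His6-tagged / Medium: pH 8 Tris buffer with EDTA, NaCl, BME, BSA, NP40, catalase / Also added: SUMO1 FRET substrate flanked by Cypet and Ypet, 25 nM / Times: 50 min reaction at room temperature / Signal: FRET, CFP and YFP emission / Control set: no-enzyme low control and enzyme-plus-DMSO high control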
SENP6 block – SENP6 protease inhibition. Q9GZR1. 330,000 tested, 1.8% active. inhibition, % at 10 µM. Recombinant SENP6 catalytic domain, aminoluciferin luminescence. AID 2599;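 active = inhibition above about 50% at the single tested dose, limit read from the data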;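 also: plate controls were DMSO wells with enzyme for no effect and DMSO wells lacking enzyme for full effect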
Target sequence (Q9GZR1 628-1112 limits assumed): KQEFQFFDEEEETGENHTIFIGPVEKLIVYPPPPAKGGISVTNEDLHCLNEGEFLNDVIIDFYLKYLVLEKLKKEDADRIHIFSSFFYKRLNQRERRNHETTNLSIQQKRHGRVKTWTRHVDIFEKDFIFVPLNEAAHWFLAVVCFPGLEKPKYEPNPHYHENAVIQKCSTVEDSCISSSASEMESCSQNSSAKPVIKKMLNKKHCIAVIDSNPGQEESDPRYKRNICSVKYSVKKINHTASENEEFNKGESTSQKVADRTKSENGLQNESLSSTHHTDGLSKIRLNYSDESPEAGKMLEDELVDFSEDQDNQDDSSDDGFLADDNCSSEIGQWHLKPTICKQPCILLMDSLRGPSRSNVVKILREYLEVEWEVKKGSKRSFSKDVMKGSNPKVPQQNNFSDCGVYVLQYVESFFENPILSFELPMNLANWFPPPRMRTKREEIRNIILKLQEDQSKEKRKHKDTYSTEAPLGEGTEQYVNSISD
SENP8 block-1 – inhibitors of human SENP8 protease | AID 2540 | purified SENP8, Z-RLRGG-aminoluciferin cleavage, luminescence | 330,000 tested, 1.2% active | inhibition, % at 10 µM; in the data active = inhibition above about 50%
Target sequence (Q96LD8 whole entry, looked up): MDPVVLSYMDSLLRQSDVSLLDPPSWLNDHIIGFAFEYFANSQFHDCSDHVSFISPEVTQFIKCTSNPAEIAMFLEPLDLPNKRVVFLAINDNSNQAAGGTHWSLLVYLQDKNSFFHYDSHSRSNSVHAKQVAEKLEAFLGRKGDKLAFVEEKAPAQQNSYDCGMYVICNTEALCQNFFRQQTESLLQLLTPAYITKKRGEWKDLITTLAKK
SENP8 block-2 – blocks human SENP8 cleavage of Nedd8 substrate | Q96LD8 | recombinant SENP8, Nedd8 substrate fluorescence | inhibition, % at 20 µM | 360,000 tested, 0.64% active | AID 602440; in the data active = inhibition mostly above about 40%, no sharp cut-off; inactive = mostly below about 27%
UBC13 polyUb – blocks human UBC13 polyubiquitin chain formation; P61088; TR-FRET; inhibition, % at 20 µM; 330,000 tested, 0.47% active; AID 485273; in the data active = inhibition above about 45%, passing the limit was not always enough
PfG6PD inh – PfG6PD (Plasmodium falciparum) enzyme inhibition | PfGluPho enzyme, NADPH resazurin-diaphorase fluorescence | inhibition, % at 20 µM | 350,000 tested, 0.78% active | AID 504690;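 active = inhibition reaching at least a set limit at 20 µM in the primary screen, cut at about 59% in these data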;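 also: 0% = DMSO wells with substrate and 100% = DMSO wells lacking glucose-6-phosphate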
HKDC1 inhibitor – HKDC1 (human) hexokinase inhibition; Q2TB90; 340,000 tested, 0.16% active; AID 493160; recombinant HKDC1, G6PDH/diaphorase resazurin coupled fluorescence; inhibition, % at 20 µM;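 active = inhibition above about 35% when tested at 20 µM, limit read from the data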;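 also: plate controls were DMSO wells with enzyme for no effect and DMSO wells lacking enzyme for full effect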
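Material – in-house recombinant HK5 (HKDC1) enzyme · Quantity – HKDC1 at 5 µg/mL · Buffer or medium – pH 8.0 Tris buffer with 10 mM MgCl2 · Reagent – glucose with 1 mM ATP · Dosing – single 20 µM dose · Times – reaction time 90 min, room temperature, protected from light · Technique – resorufin fluorescence at 613 nm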
SENP7 block – inhibitors of human SENP7 protease. Q9BQF6. recombinant SENP7, Z-RLRGG-aminoluciferin luminescence, 40 min. inhibition, % at 5 µM. 330,000 tested, 1.5% active;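 active = inhibition above about 50% at the single test dose, limit read from the data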;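 also: plate controls were DMSO with enzyme for no effect and no enzyme buffer wells for full effect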
Target sequence (Q9BQF6 706-1050 limits assumed): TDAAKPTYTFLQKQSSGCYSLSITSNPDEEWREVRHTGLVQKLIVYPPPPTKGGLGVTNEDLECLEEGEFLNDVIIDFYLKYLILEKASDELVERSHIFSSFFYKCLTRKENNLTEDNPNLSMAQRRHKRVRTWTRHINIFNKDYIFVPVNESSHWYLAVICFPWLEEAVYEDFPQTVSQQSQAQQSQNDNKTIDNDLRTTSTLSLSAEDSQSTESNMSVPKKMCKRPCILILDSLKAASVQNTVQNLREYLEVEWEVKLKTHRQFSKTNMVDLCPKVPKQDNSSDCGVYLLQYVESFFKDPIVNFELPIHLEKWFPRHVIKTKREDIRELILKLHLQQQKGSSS
Numbers without * were called inactive; . = no result given. No enrichment for hits; any-hit rate near 4%.

SMILES | MIN6 prolif | SENP1 inh | SENP6 block | SENP8 block-1 | SENP8 block-2 | UBC13 polyUb | PfG6PD inh | HKDC1 inhibitor | SENP7 block
O=C(NCC1CCCO1)C1CCN(S(=O)(=O)c2cc(Cl)ccc2Cl)CC1 (stereo not drawn) | -2 | 2 | 13 | -8 | 19 | -9 | 3 | -6 | -6
CC(CCc1ccccc1)NC(=O)COC(=O)C(CCC(N)=O)NC(=O)c1ccc(F)cc1 (stereo not drawn) | -4 | 3 | -12 | -2 | 8 | 7 | -2 | -4 | -1
O=C(COC(=O)CNC(=O)C1CCCCC1)Nc1ccccc1Cl | -6 | 1 | 10 | 4 | 21 | -4 | -9 | -3 | 11
COc1ccc(-n2c(=O)[nH]cc(C(=O)Nc3ccc4c(c3)OCO4)c2=O)cc1OC | -1 | 2 | -2 | -4 | 1 | 1 | 7 | -1 | -2
CCCn1c(SCC(=O)N(C)C2CCS(=O)(=O)C2)nc2sc3c(c2c1=O)CCC3 (stereo not drawn) | -1 | 0 | -2 | -13 | 1 | -10 | 15 | 4 | -5
Cc1cc2nc(CCl)cc(=O)n2[nH]1 | 0 | 0 | -26 | -4 | -9 | -3 | 19 | 3 | -7
N#CC(=C=[N-])c1nc2ccccc2nc1-[n+]1cccc(NC(=O)c2cccs2)c1 | -5 | -16 | -7 | 2 | 30 | -57 | -8 | 4 | 3
CC(=O)C(/C=N/c1cc(-c2ccc(C)cc2)nn1-c1ccccc1)=C(\C)O | 0 | 4 | 3 | -4 | -3 | -5 | 3 | -11 | 5
Cc1c(C)n(C)c2ccc(C(=O)Nc3cccc4ccccc34)cc12 | 0 | 0 | -6 | -14 | -344 | 0 | 29 | 6 | -4
Cc1cc(Oc2cccc3c2S(=O)(=O)N(C2CCCC2)CC(COCc2ccccc2)O3)cc(C)c1C (stereo not drawn) | . | 0 | . | . | 8 | . | -30 | 1 | .
CC(C)CCN1C(=O)c2ccc(C(=O)Nc3c[nH]c(=O)[nH]c3=O)cc2C1=O | -3 | 1 | -2 | 3 | -72 | -12 | -11 | -6 | -1
Cc1ccc(N2C(=O)CC(N3CCN(C)CC3)C2=O)cc1 (stereo not drawn) | 1 | . | -6 | 4 | . | 5 | . | . | 0
CCN1CCN(CC(=O)Nc2cccc(C)c2C)C(=O)C1=O | -1 | 1 | -9 | -4 | 20 | -4 | 2 | 0 | -6
CC1CN(C(=O)/C=C/c2ccc(SC(F)F)cc2)CC(C)O1 (stereo not drawn) | -4 | 1 | -28 | -6 | 10 | 1 | 14 | 1 | -10
COc1cccc(C2C(C#N)=C(N)Oc3cc(C)n(Cc4ccccn4)c(=O)c32)c1OC (stereo not drawn) | -3 | -1 | 18 | 5 | -13 | -7 | -12 | 3 | -9
COc1ccc(OCCCC(=O)NNC(=O)c2ccncc2)cc1 | 7 | -1 | 1 | -1 | 6 | 2 | 12 | -8 | 0
CCC(C)[C@H](NC(=O)[C@@H]1CSC2c3ccccc3C(=O)N21)C(=O)NCC1CCCO1 (stereo partly drawn) | -2 | 5 | 26 | 1 | 5 | 5 | 4 | -3 | 1
CCOC(=O)C1(CCCc2ccccc2)CCN(Cc2cnc(C)s2)CC1 | -4 | 0 | -22 | -2 | -9 | 11 | 5 | -3 | 7
O=C(c1ccc(Cl)cc1)N1CCC(C(=O)N2CCN(c3ncccn3)CC2)CC1 | 0 | -1 | 2 | -5 | -20 | 0 | 1 | -4 | 8
CCC(C)N(C)C1CCN(C(=S)Nc2cccc(SC)c2)CC1 (stereo not drawn) | -1 | 3 | -29 | 5 | 43* | 11 | 6 | 2 | 8
CC1(C)CC(N2CCCC2)=CC(=[N+]2CCCCCC2)C1 | -6 | -1 | -9 | 5 | 16 | -10 | -6 | -11 | 1
c1ccc(Cc2nnc3n2CCCCC3)cc1 | 0 | 2 | -20 | 5 | 16 | -1 | -3 | -9 | 7
COc1ccccc1NC(=O)CSc1nc(N)c(C#N)cc1C#N | -1 | -28 | -8 | 0 | -30 | 16 | 12 | -12 | -9
CCc1cc2c(=O)n(C(C)C(=O)OC3CCCCC3)cnc2s1 (stereo not drawn) | 0 | -4 | -10 | -8 | -19 | 6 | 7 | 0 | 5
CCOc1ccc(CCN2C(=O)C(=O)N([C@@H](CC(C)C)CN3CCC[C@@H]3CN3C(=O)C(=O)NC[C@@H]3Cc3ccccc3)C[C@@H]2CC(C)C)cc1 | . | 1 | . | . | 2 | . | 1 | -4 | .

Pulled by compound from above:
SMILES | MIN6 prolif | SENP1 inh | SENP6 block | SENP8 block-1 | SENP8 block-2 | UBC13 polyUb | PfG6PD inh | HKDC1 inhibitor | SENP7 block
COc1cccc(C2C(C#N)=C(N)Oc3cc(C)n(Cc4ccccn4)c(=O)c32)c1OC (stereo not drawn) | -3 | -1 | 18 | 5 | -13 | -7 | -12 | 3 | -9
Cc1cc(Oc2cccc3c2S(=O)(=O)N(C2CCCC2)CC(COCc2ccccc2)O3)cc(C)c1C (stereo not drawn) | . | 0 | . | . | 8 | . | -30 | 1 | .
CC(=O)C(/C=N/c1cc(-c2ccc(C)cc2)nn1-c1ccccc1)=C(\C)O | 0 | 4 | 3 | -4 | -3 | -5 | 3 | -11 | 5

The listing picks up, starting 2 compounds before the break.
SMILES | MIN6 prolif | SENP1 inh | SENP6 block | SENP8 block-1 | SENP8 block-2 | UBC13 polyUb | PfG6PD inh | HKDC1 inhibitor | SENP7 block
CCc1cc2c(=O)n(C(C)C(=O)OC3CCCCC3)cnc2s1 (stereo not drawn) | 0 | -4 | -10 | -8 | -19 | 6 | 7 | 0 | 5
CCOc1ccc(CCN2C(=O)C(=O)N([C@@H](CC(C)C)CN3CCC[C@@H]3CN3C(=O)C(=O)NC[C@@H]3Cc3ccccc3)C[C@@H]2CC(C)C)cc1 | . | 1 | . | . | 2 | . | 1 | -4 | .
Brc1csc2ncccc12 | -2 | 0 | -16 | -8 | 5 | 3 | 5 | -2 | 5
CC(C)c1[nH]nc2c1C(c1cccnc1)C(C#N)=C(N)O2 (stereo not drawn) | 0 | 0 | -15 | 6 | 16 | 3 | 3 | -13 | -4
CC(C)n1c(N2CCN(C(=O)N3CCCCC3)CC2)nc2ccccc21 | 2 | 1 | 8 | 4 | 11 | 8 | -5 | -3 | 8
CN(C)c1cccc(C(=O)Nc2cccc(F)c2)c1 | -3 | -2 | 30 | 4 | -348 | 5 | 68* | -3 | 16
COc1ccc(-c2nnn(CC(=O)OC3CCCCC3)n2)cc1OC | -6 | 1 | 0 | -8 | 9 | -1 | 1 | 3 | -3
O=C(CSc1nc2ccccc2[nH]1)NCCCn1ccnc1 | 3 | 1 | -22 | -6 | 0 | -11 | -13 | 6 | -3
CCCCN=C1CC(C)(C)CC(=O)/C1=C(/O)CCCN1C(=O)c2ccccc2C1=O | 0 | 3 | -2 | 9 | 8 | -2 | 2 | -3 | 5
Cc1onc(-c2ccccc2)c1C(=O)OCC(=O)Nc1ccccc1 | 0 | 1 | 5 | -2 | 7 | 0 | -8 | 1 | 1
CN1CCN(Cc2ccc(Sc3ccc(Cl)cc3)c([N+](=O)[O-])c2)CC1 | -7 | 0 | -16 | -8 | 19 | 30 | -3 | 9 | 2
COc1ccc(C2C(C(=O)Nc3cccc(C)n3)CCC(=O)N2c2ccc(OC)cc2)cc1 (stereo not drawn) | -3 | . | 5 | -13 | . | -11 | -15 | 2 | -4
CCOc1[nH]n(-c2ccc(Cl)cc2)c(=O)c1C=Nc1ccc(Cl)cc1 | 2 | 2 | 7 | -4 | 24 | 6 | -9 | -3 | 3
CC(C)N(C(=O)CN1CCN(C(=O)C2COc3ccccc3O2)CC1)C(C)C (stereo not drawn) | -1 | 3 | 9 | 10 | 11 | 2 | -4 | 1 | 3
COc1cccc(CN2CCNC(=O)C2CC(=O)O)c1OC (stereo not drawn) | 0 | -2 | -5 | -3 | 1 | -12 | -8 | -19 | -7
CCOc1ccc(OCCC(=O)OCC(=O)Nc2cc(C)nn2-c2ccccc2)cc1 | 2 | 1 | -10 | -12 | 0 | -1 | 1 | -6 | 8
COc1ccc([C@@H]2CC=C(C(=O)O)[C@H](c3ccc(F)cc3)N2S(=O)(=O)c2ccc(C)cc2)cc1OC | -4 | 3 | -10 | 1 | -4 | -9 | -2 | -5 | 0
CC(=O)c1cccc(NC(=O)C(C)OC(=O)c2cccc(-n3cnnn3)c2)c1 (stereo not drawn) | 1 | 2 | -6 | -6 | -9 | -3 | 12 | -4 | -10
O=C(O)Cn1nnnc1SCC(=O)Nc1ccccc1F | 0 | 1 | -7 | -3 | 2 | 7 | -7 | -2 | 11
Cc1ccc(C)c(-c2csc(Nc3ncccn3)n2)c1 | -3 | 3 | -17 | -10 | 14 | -1 | 2 | -5 | -12
CSCCC(NC(=O)c1ccco1)C(=O)NCc1ccc2c(c1)OCO2 (stereo not drawn) | 1 | 2 | 2 | 8 | 7 | 0 | -5 | -4 | 4
CC(=O)c1cccc(OCC(=O)Nc2ccccc2N2CCOCC2)c1 | 6 | -2 | -2 | 6 | 5 | 13 | -3 | -1 | 5
CC1CCCCN1Cc1c(O)ccc2c(=O)c(-c3nc4ccccc4s3)coc12 (stereo not drawn) | -3 | -67 | 3 | 11 | -108 | -9 | 26 | 33 | 1
CCNC1CCS(=O)(=O)C1 (stereo not drawn) | -1 | 1 | 8 | 5 | 13 | -2 | -15 | -8 | -1
CCC1(c2ccccc2)NC(=O)N(CC(=O)Nc2ccccc2N2CCCCC2)C1=O (stereo not drawn) | -2 | 0 | 6 | 9 | 7 | 0 | 5 | 1 | 9
CCN(CCn1cccn1)Cc1c(C(=O)N2CCCCCCC2)nc2ccc(Cl)cn12 | -3 | -6 | -8 | -6 | -12 | -7 | -7 | -3 | -5
O=C(Cc1n[nH]c(=O)c2ccccc12)OCC(=O)c1ccc2c(c1)OCCO2 | -5 | 1 | -2 | -3 | 14 | 0 | 7 | 3 | 7

The listing continues:
SMILES | MIN6 prolif | SENP1 inh | SENP6 block | SENP8 block-1 | SENP8 block-2 | UBC13 polyUb | PfG6PD inh | HKDC1 inhibitor | SENP7 block
COCCN(C(=O)Cc1ccc(OC)c(OC)c1)c1nc(-c2cc(OC)ccc2OC)cs1 | -1 | -2 | 3 | 10 | -2 | 2 | 6 | 9 | 1
COc1ccc(-n2cc(CNCCN3CCOC3=O)c(-c3ccccc3Cl)n2)cc1 | -2 | 2 | -8 | -2 | -2 | -1 | 16 | -7 | 10
CC(C)(CNC(=O)c1ccc(Cl)c(S(=O)(=O)N2CCc3ccccc3C2)c1)N1CCOCC1 | 2 | 2 | 0 | -1 | 9 | -1 | 22 | -10 | -10
C/C(CC(=O)Nc1ccc(F)cc1)=N\NC(=O)COc1ccccc1 | -2 | 2 | 5 | -1 | 7 | -1 | -1 | -3 | 0
Cc1c(C(=N)C(C#N)C#N)c(=N)oc2c1ccc1ccccc12 | -4 | -67 | -66 | -16 | -130 | -4 | 3 | 2 | -10
CN(C)CCOC1c2ccccc2CCc2ccc3ccccc3c21 (stereo not drawn) | -4 | 3 | -6 | 0 | 27 | 20 | -1 | -1 | 4
O=C(O)c1ccc(S(=O)(=O)N2CCC(Cc3ccccc3)CC2)cc1 | -2 | -1 | -5 | 3 | 5 | -5 | -45 | -4 | 1
CCn1cc(S(=O)(=O)NC(C)c2cc(OC)ccc2OC)cn1 (stereo not drawn) | 6 | -1 | -5 | 7 | 1 | -4 | -11 | -1 | -1
Nc1cccnc1S(=O)(=O)c1ccccc1 | 1 | 3 | -8 | -2 | -225 | 8 | 11 | -3 | -4
CCOc1ncccc1C(=O)OCC(=O)N1CCc2ccccc21 | 1 | 0 | -3 | -5 | 3 | 10 | 23 | -4 | 5

Screening results (PubChem BioAssay)
